High-throughput results: PubChem BioAssay, Broad Institute
EWS-Fli block – EWS/Fli transcriptional activity inhibition | A673 NR0B1-luciferase reporter, viability-normalised | inhibition, % at 12.6 µM | 0.67% of 350,000 active | AID 651661;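 active means mean inhibition of at least 50% after viability correction, with every replicate also passing that limit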;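 further: firefly luciferase signal divided by Alamar Blue viability fluorescence both relative to DMSO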
miR122 inh – blocks miR-122 activity in Huh7 sensor cells; Huh7 miR-122 Renilla luciferase sensor, 48 h; neutral wells = 0, positive control = 100; activation (reporter increase), % at 12.5 µM; 0.3% of 340,000 active; AID 602342;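 active means mean replicate activation score at least 90 and every replicate individually at or above 90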;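 further: higher luciferase means less miR-122 activity so hits act as miR-122 inhibitors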
Cneo AK release – causes C. neoformans cell lysis | adenylate kinase release luminescence, 4 h; normalised: neutral wells 0, clomiphene wells 100 | lysis activity, % at 15 µM | 0.2% of 360,000 active;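 active means mean lysis activity across replicates of at least 80%, whatever share of replicates individually reach that level; inactive means mean lysis activity below 80%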
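Schedule: static 4 h at 37 °C with compound, 1 h detection; system: C. neoformans cells; benchmarks: Clomiphene as positive control; buffer or medium: fresh YPD medium; measure: luminescence rise reflecting yeast cell lysis; measured by: luminescent adenylate kinase detection reagent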
PAX8 reporter – inhibitors of PAX8 transcriptional activity in RMG-I cells; inhibition, % at 12.6 µM; 1.2% of 360,000 active; RMG-I TPO-luciferase reporter, SteadyGlo, 24 h;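 active means mean replicate inhibition at least 60% with every replicate also reaching 60%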;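 further: luciferase light reporting Pax8 driven TPO promoter activity; plate controls were median of neutral control wells for no effect and mitoxantrone controls for full effect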
FN deposit inh – fibronectin deposition inhibition | AH1F fibroblasts, Alexa488-fibronectin deposition fluorescence, overnight | inhibition, % at 12.6 µM | 0.086% of 350,000 active;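 active means mean inhibition across replicates of 30% or more, regardless of how many single replicates reach that level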;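 further: positive control wells lacked labelled fibronectin entirely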
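Measured by – fluorescence 485/525 nm · System – AH1F fibroblast monolayer, labelled fibronectin deposition · Amount – 10000 cells per well · Buffer or medium – serum-reduced DMEM (2% serum) · Doses – single dose, pinned · Also added – fluorescent fibronectin at 24 nM final · Schedule – 1 h cell attachment, overnight exposure to compound and label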
PGC1a acetyl inh – lowers PGC1a acetylation signal in U2OS cells. 0.17% of 350,000 active. inhibition, % at 15.6 µM. AID 651687. AlphaScreen anti-acetyl-lysine; with virally co-expressed GCN5 acetyltransferase;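 active means every replicate shows inhibition of at least 40%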;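 further: 0% = neutral control wells and 100% = positive control wells; some results beyond the cut were filed as inactive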
LGR2 inh – blocks bursicon-induced cAMP signaling via Drosophila LGR2; HEK293 LGR2, CRE-luciferase, bursicon-stimulated, 4 h; inhibition, % at 9.99 µM; 0.35% of 380,000 active;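 active means drop in luminescence signal, shown as inhibition above about 50% in the replicate tests, limit read from the data, passing the limit was not always enough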;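 further: agonist challenge used bursicon conditioned medium at about half maximal strength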
Casp6 inh – caspase-6 (human) enzyme inhibition; purified caspase-6, Z-VEID-R110 cleavage fluorescence; P55212; 0.53% of 350,000 active; AID 686996; inhibition, % at 12.5 µM;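 active means mean inhibition across replicates at least about 35%, with every replicate also reaching that limit, limit read from the data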;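 further: 0% = median of neutral control wells and 100% = no fluorescence left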
Target sequence (P55212 24-179 limits assumed): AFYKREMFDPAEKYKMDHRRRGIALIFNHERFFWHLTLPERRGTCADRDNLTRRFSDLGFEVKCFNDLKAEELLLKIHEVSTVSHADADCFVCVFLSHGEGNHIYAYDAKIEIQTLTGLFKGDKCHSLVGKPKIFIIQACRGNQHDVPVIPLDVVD
Target sequence (P55212 194-293 limits assumed): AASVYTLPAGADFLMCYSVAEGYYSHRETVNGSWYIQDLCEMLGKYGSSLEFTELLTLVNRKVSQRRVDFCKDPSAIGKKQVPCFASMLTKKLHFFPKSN
* marks the source's active call; other numbers are inactive results; nt = no result given; & = joins results of further samples; [ ] = remark or other dose.

SMILES	EWS-Fli block	miR122 inh	Cneo AK release	PAX8 reporter	FN deposit inh	PGC1a acetyl inh	LGR2 inh	Casp6 inh
C[C@@H]1CN([C@H](C)CO)C(=O)c2cc(N(C)C)ccc2O[C@@H](C)CCCCO[C@H]1CN(C)Cc1ccc2c(c1)OCO2	2	5[16.7 µM]	nt	-3	nt	-5	-13	nt
CC(=O)NC(=S)Nc1ccc(NC(=O)COc2ccc(C(C)C)cc2)cc1	15	-2	1	-2	-6	4	-13	-1
O=C(O)CCCN=Cc1c(O)c2ccccc2oc1=O	14	2	1	-1	-16	-7	36	3
O=C(NNC1CC(=O)N(c2ccc(Br)cc2)C1=O)c1ccco1 (centres undefined)	7	0	0	9	1	7	3	-2
Nc1nc2cc(Cl)c(Br)cc2o1	-9	4	0	-33	nt	nt	-15	4
C[C@H]1CCCCO[C@@H](CN(C)C(=O)Nc2ccc3c(c2)OCO3)[C@@H](C)CN([C@@H](C)CO)C(=O)c2cc(NC(=O)c3ccncc3)ccc2O1	-3	4[16.7 µM]	-1	nt	-2	2	4	-1
O=C(Nc1ccc(F)cc1)N1C[C@@H]2[C@H](c3ccccc31)[C@@H](CO)N2C(=O)c1ccccn1	-4	20[16.7 µM]	-14	8	nt	-2	-22	nt
CN1C(=O)c2cc(NC(=O)Nc3ccccc3F)ccc2OC[C@H]2O[C@@H](CC(=O)Nc3cccc(Cl)c3)CC[C@@H]21	8	-14[16.7 µM]	-3	43	-3	-2	-2	-1
CC1C(=O)OC(c2ccc(Br)cc2)C(C)(C)C1=O (centres undefined)	-1	nt	-2	0	-10	4	-10	2
COc1ccc(C(=O)Nc2ccc(-c3nnn(CC(=O)NCc4ccco4)n3)cc2)cc1	-5	-1	-1	-5	3	-9	23	2
Clc1cc(/C=N\NC2=NCCN2)cc(Cl)n1	-1	-2	-1	-9	9	9	2	1
CCN(CC)c1ccc(C(=O)N/N=C/c2ccccc2OC(F)F)cc1	-3	nt	nt	7	41*	nt	-14	-2
Cc1cccc(NC(=O)CN2CCN(C(=O)C(C)Oc3ccc(C#N)cc3)CC2)c1C (centres undefined)	4	-10	0	4	10	-14	-3	-3
CCN(CC)CC(=O)c1c(N)n(Cc2ccccc2)c(=O)n(C)c1=O	3	nt	nt	-14	nt	4	17	1
Cc1ccc(CNC(=O)COC(=O)c2ccc(S(=O)(=O)N3CCOCC3)cc2)cc1	-5	-3	0	9	1	-3	-32	0
CCC(=O)Nc1ccc2c(c1)C(=O)N(C)C[C@H](OC)[C@@H](C)CN(Cc1cncnc1)[C@H](C)CO2	6	1[16.7 µM]	nt	nt	4	-5	1	nt
COC(=O)C(C(=O)OC)c1ncc(C(F)(F)F)cc1Cl	-5	nt	nt	7	4	nt	11	-2
O=[N+]([O-])c1ccc(-n2ccnc2)cc1	12	1	-7	11	-3	-13	nt	-4
CC1(C(=O)NS(=O)(=O)c2ccccc2C(F)(F)F)CCN1C(=O)CCc1ccccc1 (centres undefined)	-4	-3	-1	-14	3	15	17	-2
CN(C)CCNc1ncnc2c1ncn2[C@H]1CN(Cc2ccc(-c3ccccc3)cc2)C[C@@H](CO)O1	2	-26	1	20	-6	nt	19	3
CC(=O)c1c(-c2ccc(Cl)cc2Cl)noc1C	6	-2	-3	7	-8	-5	3	0
OC1CCN(Cc2nc(Cc3ccccc3Cl)no2)CC1	7	-2	4	-9	4	-2	25	-1
CNC[C@H]1Oc2ccc(NC(=O)Cc3ccccc3)cc2CC(=O)N([C@H](C)CO)C[C@H]1C	6	0[16.7 µM]	-1	-10	-12	-5	2	1
CCCCCCCCN1C(=O)[C@H](CC(=O)N2CCCC2)C[C@@]2(C(=O)OCC)CCCC=C12	24	nt	nt	4	nt	nt	16	0
CCOC(=O)c1ccc(NCc2nc3ccccc3[nH]2)cc1	-8	-4	-17	-39	0	-13	nt	0
C[C@H](CO)N1C[C@H](C)[C@@H](CN(C)S(=O)(=O)c2ccccc2)Oc2ccc(NC(=O)C3CC3)cc2C1=O	1&6	0[16.7 µM]	-3&-2	-2&5	4&4	-1	-21&-8	-4&3
CC(C)CC(=O)NC(=S)Nc1ccccc1F	nt	-19	8	14	-11	5	nt	nt
COc1ccc(OC)c(NC(=O)NCc2cccnc2)c1	3	-1	4	9	nt	0	19	2
Cc1cc(N2CCOCC2)nc2ccc(NC(=S)NCCN(C)C)cc12	0	-2	-3	-2	3	10	1	nt
CCCC(=O)Nc1cc(OC)c(NC(=O)NC2CCCCC2)cc1OC	nt	4	0	nt	nt	-9	-10	0
OC[C@@H]1CN(Cc2cccnc2)C[C@H](n2cnc3c(N4CCCC4)ncnc32)O1	-1	-1	-1	-9	12	8	-10	-2
Cc1noc(C)c1S(=O)(=O)Nc1ccc2c(c1)C(=O)N([C@@H](C)CO)C[C@@H](C)[C@@H](CN(C)S(C)(=O)=O)O2	-3	-6[16.7 µM]	0	nt	nt	0	-7	-1
CC1=C/C(=N\NC(=O)c2ccccc2)CC1	-8	nt	nt	-16	nt	nt	-6	-1
CCCNC(=O)N1C[C@H](C)[C@H](OC)CN(C)C(=O)c2ccc(NS(C)(=O)=O)cc2OC[C@@H]1C	4	5[16.7 µM]	1	nt	-11	4	-2	0
C/C=C/c1cnc2c(c1)C(=O)N([C@H](C)CO)C[C@H](C)[C@H](CN(C)S(=O)(=O)c1ccc(F)cc1)O2	8	1[16.7 µM]	-1	nt	nt	-6	6	0
CC(C)OCCCNC(=O)c1cn(C)c2ccc(S(=O)(=O)N3CCCC3)cc2c1=O	nt	nt	-5	10	3	-3	-20	30
COCCn1c(-c2ccccc2)nc2oc3ccccc3c(=O)c2c1=O	nt	1	-1	-2	-6	4	nt	nt
CN1C(=O)c2cc(NC(=O)C3CCC3)ccc2OC[C@@H]2O[C@@H](CC(=O)NCC3CCCCC3)CC[C@H]21	-1	nt	nt	13	-5	nt	0	1
CN(C(=O)CSc1nnc(-c2cccs2)o1)C1CCS(=O)(=O)C1 (centres undefined)	5	-11	1	-15	7	8	14	1
Cc1cccc(-n2ncc3c(N4CCC(C)CC4)ncnc32)c1	-13	2	-12	-239	-2	-4	27	3
COc1ccc2c(CC(=O)N[C@@H](Cc3ccccc3)C(=O)O)cc(=O)oc2c1C	7	-8	-1	-7	-4	-9	4	0
C[C@H](CO)N1C[C@H](C)[C@H](CN(C)Cc2ccc3c(c2)OCO3)Oc2c(NS(=O)(=O)c3cccs3)cccc2C1=O	17	64[16.7 µM]	0	nt	0	10	4	1
COc1ccc(NC(=O)Nc2ccc3c(c2)C(=O)N([C@@H](C)CO)C[C@H](C)[C@@H](CN(C)Cc2ccc(Oc4ccccc4)cc2)O3)cc1	-8	-5[16.7 µM]	3	-36	nt	-9	22	-2
C[C@H](CO)N1C[C@H](C)[C@@H](CN(C)Cc2cccc(C(=O)O)c2)Oc2cc(C3=CCCC3)ccc2S1(=O)=O	0	29[16.7 µM]	48	1	nt	18	-26	-1
CCN1[C@@H]2c3ccc(-c4ccncc4)c(=O)n3C[C@H]1[C@H](CO)[C@H]2C(=O)NCc1ccccc1	5	13[16.7 µM]	3	-6	nt	nt	-8	2
O=C(CSc1ccc2nnc(-c3cccnc3)n2n1)c1ccccc1	2	nt	nt	10	6	-6	9	0
CCOc1ccc2nc(NC(=O)c3ccccn3)sc2c1	70*	1	-4	37	2	-4	89*	-3
Nc1cc(N)nc(SCC(=O)Nc2ccc3c(c2)OCCCO3)n1	nt	3	5	-37	2	0	nt	nt
Cc1noc(C)c1NC(=O)N(C)C[C@H]1Oc2ncc(C#CC3CCCCC3)cc2C(=O)N([C@H](C)CO)C[C@@H]1C	-6	0[16.7 µM]	-1	nt	-6	-2	-3	2
COc1ccc(Cl)cc1NC(=S)Nc1ccccc1C	3	nt	nt	23	1	7	-14	-1
CCCC(=O)Nc1ccc2c(c1)C(=O)N(C)[C@@H]1CC[C@@H](CC(=O)NC3CCCC3)O[C@H]1CO2	-4	-8[16.7 µM]	-2	6	5	0	-6	1
COc1ccccc1C#Cc1ccc([C@@H]2[C@@H](CO)N3CCCCN(C(=O)C4CCCC4)C[C@H]23)cc1	11	4[16.7 µM]	3	-11	nt	-36	nt	0
C[C@H](CO)N1C[C@H](C)[C@H](CN(C)CC2CCCCC2)Oc2c(NC(=O)Nc3cccc4ccccc34)cccc2C1=O	9	19[16.7 µM]	2	nt	nt	-6	-8	-1
C[C@H](CO)N1C[C@H](C)[C@@H](CN(C)CC2CCCCC2)Oc2ccc(NC(=O)c3ccncc3)cc2C1=O	-7	-1[16.7 µM]	42	-37	0	-6	11	-1
Nc1nc2c(ncn2[C@@H]2O[C@H](C(=O)N[C@H](Cc3ccccc3)C(=O)NC3CCCCC3)[C@@H](O)[C@H]2O)c(=O)[nH]1	-12	nt	nt	11	-3	nt	-5	-1
COC(=O)C1=C(N)OC2=C(C(=O)CCC2)C1c1ccc2c(c1)OCO2 (centres undefined)	-12	nt	0	-5	1	nt	-8	0
O=C(C[C@@H]1CC[C@H]2[C@@H](COC[C@H](O)CN2Cc2cccc(Cl)c2)O1)Nc1nccs1	11	-3[16.7 µM]	68	21	-4	-18	22	-3
COc1cccc(OCc2cc(C(=O)N(C)Cc3nccn3C)no2)c1	-110	-9	-2	-247	5	nt	-34	5

An excerpt from above in order of SMILES length, falling.
SMILES	EWS-Fli block	miR122 inh	Cneo AK release	PAX8 reporter	FN deposit inh	PGC1a acetyl inh	LGR2 inh	Casp6 inh
Nc1nc2c(ncn2[C@@H]2O[C@H](C(=O)N[C@H](Cc3ccccc3)C(=O)NC3CCCCC3)[C@@H](O)[C@H]2O)c(=O)[nH]1	-12	nt	nt	11	-3	nt	-5	-1
C[C@H](CO)N1C[C@H](C)[C@H](CN(C)CC2CCCCC2)Oc2c(NC(=O)Nc3cccc4ccccc34)cccc2C1=O	9	19[16.7 µM]	2	nt	nt	-6	-8	-1
Cc1noc(C)c1NC(=O)N(C)C[C@H]1Oc2ncc(C#CC3CCCCC3)cc2C(=O)N([C@H](C)CO)C[C@@H]1C	-6	0[16.7 µM]	-1	nt	-6	-2	-3	2
C[C@H](CO)N1C[C@H](C)[C@@H](CN(C)CC2CCCCC2)Oc2ccc(NC(=O)c3ccncc3)cc2C1=O	-7	-1[16.7 µM]	42	-37	0	-6	11	-1
CCCC(=O)Nc1ccc2c(c1)C(=O)N(C)[C@@H]1CC[C@@H](CC(=O)NC3CCCC3)O[C@H]1CO2	-4	-8[16.7 µM]	-2	6	5	0	-6	1
COc1ccccc1C#Cc1ccc([C@@H]2[C@@H](CO)N3CCCCN(C(=O)C4CCCC4)C[C@H]23)cc1	11	4[16.7 µM]	3	-11	nt	-36	nt	0
COC(=O)C1=C(N)OC2=C(C(=O)CCC2)C1c1ccc2c(c1)OCO2 (centres undefined)	-12	nt	0	-5	1	nt	-8	0
COc1cccc(OCc2cc(C(=O)N(C)Cc3nccn3C)no2)c1	-110	-9	-2	-247	5	nt	-34	5
Nc1cc(N)nc(SCC(=O)Nc2ccc3c(c2)OCCCO3)n1	nt	3	5	-37	2	0	nt	nt
COc1ccc(Cl)cc1NC(=S)Nc1ccccc1C	3	nt	nt	23	1	7	-14	-1
